influenza NS1A = H1N1 influenza NS1A inhibitors, functional cell based assay (AID 504329); 340,000 tested, 0.3% active; NS1A functional cell-based assay, percent inhibition; higher % means a stronger effect; one-dose inhibition, % at 12.5 µM; IC50 in µM for titrated hits; in the data active = a potency from the dose series; inconclusive = inhibition above about 27% without an active follow-up result; also: strong numbers were not always called active
M. tuberculosis = growth inhibition of non-replicating M. tuberculosis (AID 488890); Mycobacterium tuberculosis non-replicating, growth inhibition; higher % means a stronger effect; inhibition, % at 25 µM, or IC50 in µM where a hit was titrated; 320,000 tested, 0.39% active; in the data active = a potency from the dose series; inconclusive = inhibition mostly from about 82% at the one dose, without a potency; inactive = the rest, 99 in 100 with inhibition below about 76%;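 also: plate controls were DMSO cells for no effect and high antibiotic wells for full effect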
inhibitors of VEEV = inhibitors of VEEV TC-83 cytopathic effect, confirmation, Vero cells (AID 588727); Vero cells, VEEV TC-83 cytopathic effect inhibition; higher % means a stronger effect; inhibition, % at 20 µM; hits with a dose series show IC50 in µM; 350,000 tested, 0.13% active; in the data active = a potency from the dose series; inconclusive = inhibition mostly from about 14% at the one dose, without a potency; inactive = the rest, 99 in 100 with inhibition below about 12%; also: strong numbers were not always called active
PhoP GFP inhibition = Inhibition of PhoP regulon, Salmonella typhi GFP reporter cells, confirmation, 4 h (AID 1850); Salmonella Typhi PhoP-promoter GFP reporter, fluorescence, 4 h; higher % means a stronger effect; inhibition, % at 50 µM, or IC50 in µM where a hit was titrated; 310,000 tested, 0.33% active; in the data active = a potency from the dose series; inconclusive = inhibition mostly from about 25% at the one dose, without a potency; inactive = the rest, 99 in 100 with inhibition below about 19%;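 also: 0% = induced wells with vehicle and 100% = uninduced wells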
M. tuberculosis HTS = M. tuberculosis growth inhibition, HTS (AID 449762); M. tuberculosis H37Rv growth inhibition, 7H9 media; higher % means a stronger effect; one-dose inhibition, % at 25 µM; IC50 in µM for titrated hits; 330,000 tested, 0.59% active; in the data active = a potency from the dose series; inconclusive = inhibition above about 70% without an active follow-up result;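 also: bacterial growth assessed after seven days of incubation; strong numbers were not always called active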
inhibitors of VEEV 10K pilot screen = recorded beside inhibitors of VEEV, whose call it bears; inhibition, %; measured here: 10K pilot screen inhibition
The depositor's hits bear a star; i = inactive; ? = inconclusive; . = no result given.

SMILES | influenza NS1A | M. tuberculosis | inhibitors of VEEV | PhoP GFP inhibition | M. tuberculosis HTS | others
CCOC(=O)c1c(N)sc2c(NC(C)=O)cccc12 | 6.4% | 1.4% | 0.7% | 4.6% | -3.2%
COC(=O)[C@@H]1C[C@H]2CC[C@H](O)C[C@H]2N1Cc1ccc(C)s1 | 3.5% | -14.1% | 0.5% | -3.7% | -4.1%
Nn1cnnc1SCC(=O)Nc1ccc2c(c1)OCO2 | -1.9% | 1.2% | 0.7% | 4.2% | 3.8%
Cc1ccccc1OCC(=O)NC(=S)Nc1cccc2cc(O)ccc12 | 3.3% | 16.2% | 3.8% | -5.6% | -2.8%
Cc1cc(=O)[nH]c(N/N=C/c2ccc(OC(=O)c3cccnc3)cc2)n1 | 1.3% | 40.4% | 28.2% | 3.1% | 2.8%
COc1ccc(-n2c(C)nc(N)c2C(=O)c2ccccc2)cc1 | -0.4% | -8.7% | i | 5.7% | -9.2%
O=C(NNC(=O)C1CCN(Cc2ccccc2)CC1)c1cccc(Cl)c1 | -12.1% | -0.2% | 0.8% | 1.1% | -7.9%
CCOC(=O)CSc1ncc(OC)c(Sc2ccc(OC)cc2)n1 | -6.6% | ? | i | -9.6% | 7.53µM*
CC(C)OC(=O)Cn1c(-c2ccccc2)c(-c2ccccc2)nnc1=O | -5.7% | 23.4% | i | -2.2% | -0.4%
O=C(COC(=O)C1CCC1)NC(=O)c1ccccc1 | -10.9% | 0.5% | 2.3% | -5.8% | -0.9%
Nc1nc2ccccc2n1CCOc1ccc(F)cc1 | -2.8% | . | i | -3.3% | 41.5%
COc1ccc(NC(=O)CSc2nncs2)cc1S(=O)(=O)N1CCCCC1 | -20.6% | 31.9% | 3.1% | . | 4.1%
COc1ccc(S(=O)(=O)Nc2c(NC3CCCCC3)c3ccccc3oc2=O)cc1 | 8.6% | 10.4% | 9.0% | -6.6% | -3.5%
CCN(CC)C(=O)Cn1cc(S(=O)(=O)CC(=O)Nc2ccc(F)cc2F)c2ccccc21 | 10.1% | -14.2% | 1.1% | -2.2% | -4.4%
COCCCNCC(O)COc1cccc2[nH]c(C)cc12 (stereo not drawn) | -4.1% | 1.9% | i | -7.5% | 5.6%
Cc1cc(C(=O)COc2ccccc2C(N)=O)c(C)n1C | 2.4% | . | 3.8% | -7.7% | -2.0%
Cc1cc(C(=O)Cn2cc([N+](=O)[O-])ccc2=O)c(C)n1CC1CCCO1 (stereo not drawn) | -5.2% | . | 1.1% | . | .
CC1CCCC(C)N1C(=O)c1ccc2c(c1)S(=O)(=O)c1ccccc1C2=O (stereo not drawn) | 3.0% | 16.2% | 0.1% | -11.2% | 0.3%
Cc1nc(-c2ccc([N+](=O)[O-])cc2)sc1C(=O)O | -6.6% | -13.1% | i | 7.9% | 5.2%
Nc1ccccc1-c1nnc(-c2ccccc2N)n1N | -3.3% | 0.7% | 0.7% | 6.5% | 0.2%
CCOC(=O)c1ccccc1NC(=O)COC(=O)c1cc([N+](=O)[O-])ccc1N1CCOCC1 | 2.3% | 71.8% | 7.8% | 4.0% | ?
CCn1c(/C=C/Nc2ccccc2)[n+](CC)c2cc(Cl)c(Cl)cc21 | 3.7% | 34.5% | 6.4% | -2.9% | 4.7%
C/C=C/c1ccc(OCCCCOc2ccccc2C(C)=O)c(OC)c1 | -14.4% | 75.8% | i | -8.9% | 5.8%
COc1cc(-c2nc(CN3CCN(c4ncccn4)CC3)c(C)o2)ccc1F | -16.6% | -0.1% | 1.2% | 4.6% | 13.9%

By substructure, those above with two or more sulfur atoms (two)
SMILES | influenza NS1A | M. tuberculosis | inhibitors of VEEV | PhoP GFP inhibition | M. tuberculosis HTS | others
CCOC(=O)CSc1ncc(OC)c(Sc2ccc(OC)cc2)n1 | -6.6% | ? | i | -9.6% | 7.53µM*
COc1ccc(NC(=O)CSc2nncs2)cc1S(=O)(=O)N1CCCCC1 | -20.6% | 31.9% | 3.1% | . | 4.1%

Following part:
SMILES | influenza NS1A | M. tuberculosis | inhibitors of VEEV | PhoP GFP inhibition | M. tuberculosis HTS | others
CN1C[C@@H]2[C@@H]3C(=O)N(C)C(=O)[C@@H]3[C@](Cc3ccccc3)(C1=O)N2C(=O)c1ccc(Cl)cc1 | -8.1% | . | i | . | .
COc1ccc(NC(=O)CSc2nnc(-c3cccnc3)n2C)cc1 | -8.2% | -5.2% | 0.8% | -6.7% | 0.4%
Cc1c(C(=O)N2CCCC2)c(S(=O)(=O)N2CCCCC2)c(C)n1C | -3.6% | -12.3% | 0.6% | -26.3% | 4.1%
Nc1c(Cl)cc(-c2csc(N3CCCC3c3nc4cc(Cl)c(N5CCCCC5)cc4n3CCCO)n2)cc1Cl (stereo not drawn) | -20.6% | 38.1% | 0.3% | 2.7% | 1.6%
CC(C)(C)OC(=O)N1CCC(c2c(C(=O)NCC3CCN(C4CCCC4)C3)cnn2-c2ccccc2Cl)CC1 (stereo not drawn) | 12.2% | 31.2% | 0.2% | -3.2% | -0.5%
CCn1c(C)csc1=NC(=O)c1ccccc1 | -15.8% | ? | i | -8.2% | 23.2%
COc1cccc(NS(=O)(=O)c2ccc3[nH]cc(C(=O)N(C)Cc4ccco4)c(=O)c3c2)c1 | -3.6% | 21.5% | 0.9% | 3.9% | -15.0%
NNC(=O)CSCc1nc(-c2ccc(Cl)cc2)cs1 | . | 46.8% | 0.3% | 3.2% | -11.8%
CC(C)(C)OC(=O)NCc1ccc(NC(=O)c2nc[nH]c2C(=O)NCCCCCCNC(=O)c2[nH]cnc2C(=O)Nc2ccc(CNC(=O)OC(C)(C)C)cc2)cc1 | 6.7% | -26.4% | 9.2% | . | 6.7%
Cc1ccnc(NC(=O)c2ccc3c(c2)OCO3)c1 | 7.7% | -1.5% | i | -3.4% | -4.2%
COc1ccc(CCNc2c(C)c(C)nc3ncnn23)cc1 | -4.3% | 6.0% | i | -5.6% | -10.8%
Nc1cc(=O)nc(SCC(=O)N2CCN(c3ccccc3)CC2)n1-c1ccccc1 | -3.3% | 8.0% | 2.5% | -10.9% | 3.1%

Structural class: those above containing a thiophene ring, fused or not (two)
SMILES | influenza NS1A | M. tuberculosis | inhibitors of VEEV | PhoP GFP inhibition | M. tuberculosis HTS | others
CCOC(=O)c1c(N)sc2c(NC(C)=O)cccc12 | 6.4% | 1.4% | 0.7% | 4.6% | -3.2%
COC(=O)[C@@H]1C[C@H]2CC[C@H](O)C[C@H]2N1Cc1ccc(C)s1 | 3.5% | -14.1% | 0.5% | -3.7% | -4.1%

Remaining list, next part.
SMILES | influenza NS1A | M. tuberculosis | inhibitors of VEEV | PhoP GFP inhibition | M. tuberculosis HTS | others
COc1ccc(S(=O)(=O)N2CCC(C(=O)N[C@@H](C)C(=O)NCc3cccc(OC)c3)CC2)cc1 | -14.9% | 2.6% | 0.0% | -4.3% | -1.5%
Cc1ccc(S(=O)(=O)N2CCOCC2)cc1C(=O)N1CCCC1 | 4.6% | -8.0% | 1.0% | -8.7% | 2.2%
O=C(N/N=C/c1ccccn1)c1ccncc1 | -15.2% | . | 1.0% | 10.1% | ?
CC(C)(C)c1ccc(C(=O)NCCCNC(=O)c2ccco2)cc1 | 8.5% | 0.9% | 1.5% | 11.4% | 0.6%
COc1ccc(S(=O)(=O)N/N=C(/C)c2ccc(Cl)cc2)cc1 | 21.1% | 2.0% | 0.1% | 4.8% | 7.3%
O=C(Cc1ccc(Br)cc1)N1CCCC1 | -4.3% | ? | 0.5% | -6.0% | 0.8%
CCCCNCCOCCOc1ccc(Cl)cc1Br | 3.4% | 60.9% | i | 17.3% | -1.1%
O=c1c2ccc(Cl)cc2nc(-c2ccc([N+](=O)[O-])cc2)n1O | -4.9% | 1.3µM* | 4.5% | -7.8% | 82.6µM*
Cc1ccc(NCCN(C)C)c2c(=O)c3cc(O)ccc3sc12 | 21.7µM* | . | i | . | .
CCOC(=O)c1c(NC(=O)CSc2nncn2C)sc(C)c1C | -1.9% | 5.7% | 0.2% | -7.5% | -4.3%
COc1ccccc1NC(=S)NC1CCCCCC1 | 1.1% | 75.0% | i | -17.4% | -1.0%
Cc1cc(C(=O)CSc2nc3ccccc3[nH]2)c(C)n1C | 13.2% | -12.3% | 6.6% | -5.4% | -8.2%
CC(C)NC(=O)CN(Cc1ccccc1)S(=O)(=O)c1ccccc1 | -7.1% | -0.8% | 1.7% | -2.6% | 4.0%
CC(C)(C)c1ccc(OCC(O)CS(=O)(=O)c2ccccn2)cc1 (stereo not drawn) | 2.5% | -11.4% | i | 3.9% | -11.6%
COc1ccc(NC(=O)Nc2cc(F)ccc2C)cc1 | 7.6% | 21.5% | 2.0% | -18.0% | 5.2%
O=C1C=C(NCc2ccco2)C2(CCCCC2)O1 | -0.6% | -8.9% | 0.6% | 5.1% | -1.0% | inhibitors of VEEV 10K pilot screen=0.1
Nn1c(-c2ccccc2)nc2ccccc2c1=O | 4.7% | . | 0.7% | 9.3% | 1.6%
O=C(Nc1ncn[nH]1)c1ccc(Cl)c(S(=O)(=O)Nc2ccc(Cl)cc2)c1 | -2.4% | -15.6% | 1.4% | 12.0% | -4.3%
Nc1ncc(Br)cc1S(=O)(=O)NC1CCCCC1 | 7.2% | 4.0% | 2.6% | -1.8% | -1.4%
O=C(Nc1ccc(F)cc1)C1CCN(c2ncnc3c2nc2n3CCCCC2)CC1 | -1.6% | 12.2% | 2.2% | -14.2% | 9.2%
Cc1cccc(C(=O)OCC(=O)NCCCc2ccccc2)c1 | . | 30.8% | 1.5% | 7.7% | -2.1%
COc1ccccc1OCCCCNC(C)(C)C | 0.5% | 3.8% | 0.2% | -13.2% | -13.7%
COc1cccc(/C=C2\SC(=S)N(NC(=O)c3ccncc3)C2=O)c1 | 3.7% | 50.7% | 0.1% | -9.0% | ?
CCN1CCN(C(=O)CCS(=O)(=O)c2cc3c(cc2Cl)NC(=O)CO3)CC1 | 1.6% | 4.4% | 0.0% | 12.4% | 0.8%
CCCCCCOC(=O)c1ccc(N)cc1 | -12.9% | ? | 1.3% | -16.9% | ?
O=C(CCc1nc2ccccc2[nH]1)N1CCc2ccccc2C1 | -13.2% | . | 2.4% | -4.2% | 6.3%
COc1cc2c(cc1NS(=O)(=O)N1CCCC1)oc1ccccc12 | -6.7% | 6.6% | i | -3.7% | -0.1%
Cc1cc(C)c2cc(CN(CCN3CCCC3)C(=O)Nc3ccc(F)cc3)c(=O)[nH]c2c1 | 6.4% | 65.1% | 1.9% | 5.0% | 1.2%
O=C(NCCc1c[nH]c2ccccc12)C(=O)NCC(c1ccco1)N1CCN(c2ccc(F)cc2)CC1 (stereo not drawn) | -4.2% | -8.4% | 0.1% | -2.3% | 0.0%
O=C(Cc1ccccc1)NCCCNC(=O)Cc1ccccc1 | -1.9% | . | 1.1% | . | .
CCOc1cc(C)c(S(=O)(=O)NC2CCCCC2)cc1C | 0.0% | 11.3% | i | 3.7% | -5.7%
Nc1nc(Sc2ccc(C(F)(F)F)cc2[N+](=O)[O-])n[nH]1 | 5.2% | . | 1.6% | 2.8% | -9.9%
CC(C)OCCCN(CC(O)c1ccccc1)CC(O)c1ccccc1 (stereo not drawn) | 5.1% | 2.2% | 1.5% | 3.5% | 2.3%
Cn1c(N)c(C(=O)COC(=O)CNS(=O)(=O)c2cccc(Cl)c2)c(=O)n(C)c1=O | 4.2% | 3.9% | 0.9% | 5.3% | -11.0%
COc1ccc(CN2CCCCCC2)cc1 | -3.4% | -20.4% | i | -6.3% | -1.5%
CCCn1nc(Oc2nc(NC(C)C)nc(N(C)C)n2)ccc1=O | 1.1% | -16.5% | 0.1% | 4.5% | -17.2%

Some of these compounds in order of count of non-hydrogen atoms, highest first.
SMILES | influenza NS1A | M. tuberculosis | inhibitors of VEEV | PhoP GFP inhibition | M. tuberculosis HTS | others
O=C(NCCc1c[nH]c2ccccc12)C(=O)NCC(c1ccco1)N1CCN(c2ccc(F)cc2)CC1 (stereo not drawn) | -4.2% | -8.4% | 0.1% | -2.3% | 0.0%
Cc1cc(C)c2cc(CN(CCN3CCCC3)C(=O)Nc3ccc(F)cc3)c(=O)[nH]c2c1 | 6.4% | 65.1% | 1.9% | 5.0% | 1.2%
Cn1c(N)c(C(=O)COC(=O)CNS(=O)(=O)c2cccc(Cl)c2)c(=O)n(C)c1=O | 4.2% | 3.9% | 0.9% | 5.3% | -11.0%
COc1cc2c(cc1NS(=O)(=O)N1CCCC1)oc1ccccc12 | -6.7% | 6.6% | i | -3.7% | -0.1%
O=C(Cc1ccccc1)NCCCNC(=O)Cc1ccccc1 | -1.9% | . | 1.1% | . | .
COc1ccc(CN2CCCCCC2)cc1 | -3.4% | -20.4% | i | -6.3% | -1.5%
